Screening data as filed in PubChem BioAssay.
NR1D1 modulator = modulators of human Rev-erb alpha DNA binding; Rev-erbα–FITC-DNA binding, fluorescence polarization, 90 min; 370,000 tested, 0.79% active; P20393; AID 1259318; activity, % at 10 µM;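 active = activity above about 14%, limit read from the data; passing the limit was not always enough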;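 note: 0% = DMSO wells with 35 nM protein and 100% = DMSO wells with 750 nM protein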
ARFGAP1 inhibitor = rat ARFGAP1 inhibition; AID 651572; inhibition, % at 16.5 µM; Q62848; Arfgap1-stimulated ARF1 GTP hydrolysis, GDP FP detection; 360,000 tested, 0.26% active;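 active = inhibition above a per-plate limit, mean inhibition of low control wells plus 3 SD, cut at about 25% in these data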;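 note: 0% = DMSO wells with enzyme and 100% = wells lacking Arfgap1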
Target sequence (Q62848 1-136 limits assumed): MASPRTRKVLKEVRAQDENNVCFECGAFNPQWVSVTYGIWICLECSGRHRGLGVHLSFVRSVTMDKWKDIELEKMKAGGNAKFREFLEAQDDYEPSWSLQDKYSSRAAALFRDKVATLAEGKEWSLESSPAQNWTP
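Material: rat Arfgap1 GAP domain (His6, aa 1-136), purified enzyme. Also added: human ARF1(Δ1-17)-GTP substrate. Compound dosing: 16.5 µM single point, 1.26% DMSO. Timing: enzyme reaction 120 min at 25 °C after 20 min preincubation. Signal: GDP detection by fluorescence polarization. Read-out basis: percent inhibition of GAP-stimulated GDP formation, scaled between DMSO and no-Arfgap1 medians.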
ASAP1 GAP inh = ASAP1 ArfGAP inhibition; inhibition, % at 16.5 µM; 360,000 tested, 0.19% active; ASAP1-stimulated ARF1 GTP hydrolysis, GDP FP detection; Q9ULH1; in the data active = inhibition above about 25%;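 note: 0% = vehicle with enzyme and substrate and 100% = no enzyme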
ABHD4 inh = ABHD4 (mouse) inhibition, primary FP screen; Q8VD66; purified mABHD4, FP-Rh probe fluorescence polarization; inhibition, % at 8.92 µM; 370,000 tested, 0.54% active; AID 720543;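 active = inhibition exceeding the mean over every tested compound plus 3 SD, cut at about 30% in these data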;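 note: 0% = plate median of compound wells and 100% = S159A mutant with DMSO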
Target sequence (Q8VD66 whole entry, looked up): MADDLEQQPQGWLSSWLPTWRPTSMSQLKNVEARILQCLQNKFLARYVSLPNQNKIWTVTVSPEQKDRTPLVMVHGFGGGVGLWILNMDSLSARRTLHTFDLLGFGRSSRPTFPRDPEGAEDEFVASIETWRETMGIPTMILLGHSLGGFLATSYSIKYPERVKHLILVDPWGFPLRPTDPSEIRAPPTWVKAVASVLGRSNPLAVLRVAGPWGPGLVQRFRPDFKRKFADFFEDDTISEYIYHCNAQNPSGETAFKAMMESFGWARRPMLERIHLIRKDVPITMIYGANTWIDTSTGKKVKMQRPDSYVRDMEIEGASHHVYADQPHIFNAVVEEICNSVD
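System: mouse ABHD4 enzyme, wild type / Medium: HEPES pH 7.0, NaCl, Pluronic buffer / Reagent: FP-Rh activity-based fluorescent probe / Control set: S159A mutant high control, sample median low control / Detection: fluorescence polarization with parallel and perpendicular emission, 525/598 nm / Schedule: 45 min + 60 min at 25 °C / Compound dosing: 8.92 µM, single dose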
SMARCA2 act = increases SMARCA2 function in MMTV reporter cells; MG213 cells, MMTV-luciferase reporter, dexamethasone, overnight; 370,000 tested, 1% active; activation, % at 9.1 µM; in the data active = activation above about 7.8%;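 note: 0% = vehicle wells and 100% = reference activator wells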
GC-B act = GC-B (human) receptor activation; P20594; HEK293-GC-B cells, CNP EC30, cGMP TR-FRET; 0% at EC30 CNP, 100% saturating CNP; activation, % at 10 µM; 370,000 tested, 0.11% active;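 active = activation at 10 µM reaching about 35% in either raw or pattern-adjusted values, limit read from the data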
PG9 binder = small molecules binding HIV-1 gp120 antibody PG9; TR-FRET gp120-PG9 antibody binding; inhibition, % at 6.7 µM; 360,000 tested, 0.43% active; in the data active = inhibition above about 8.5%
HTRA1 inh = blocks human HTRA1 serine peptidase | recombinant HTRA1, FP-rhodamine activity-based probe, fluorescence polarization | Q92743 | 340,000 tested, 0.5% active | AID 504803 | inhibition, % at 5.96 µM; in the data active = inhibition above about 36%;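 note: 0% = enzyme with DMSO and 100% = wells lacking enzyme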
Target sequence (Q92743 whole entry, looked up): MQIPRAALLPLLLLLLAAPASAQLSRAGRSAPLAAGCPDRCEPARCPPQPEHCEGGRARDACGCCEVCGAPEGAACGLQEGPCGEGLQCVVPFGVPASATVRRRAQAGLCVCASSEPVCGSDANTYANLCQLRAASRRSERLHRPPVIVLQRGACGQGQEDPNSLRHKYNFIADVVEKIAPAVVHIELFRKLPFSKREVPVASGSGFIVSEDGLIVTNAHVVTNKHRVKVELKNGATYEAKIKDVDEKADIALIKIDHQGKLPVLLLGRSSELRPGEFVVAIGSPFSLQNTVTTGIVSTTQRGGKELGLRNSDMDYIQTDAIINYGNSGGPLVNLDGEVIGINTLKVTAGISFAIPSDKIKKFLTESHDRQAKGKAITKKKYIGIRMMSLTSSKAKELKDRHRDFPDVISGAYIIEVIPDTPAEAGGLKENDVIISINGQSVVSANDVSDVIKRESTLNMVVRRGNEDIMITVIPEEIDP
rCAG RNA binder = r(CAG) repeat RNA binding; inhibition, % at 3 µM; TO-PRO-1 dye displacement fluorescence; 370,000 tested, 1.3% active; AID 651821;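 active = inhibition above the plate cutoff, the mean of all test compounds on that plate plus 3 SD, cut at about 35% in these data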;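 note: 0% = DMSO alone and 100% = 100 µM mitoxantrone as full dye displacement; higher means more dye released from RNA so lower well fluorescence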
NPR1 activator = GC-A (human) enzyme activation | HEK293 GC-A cells, cGMP TR-FRET, EC30 ANP; 0% at EC30 ANP, 100% saturating ANP | activation, % at 10 µM | 370,000 tested, 0.14% active | AID 1671463; in the data active = activation above about 40%
Active calls of the source: *; · = no result given.

The first 4 compounds, ahead of the listing:
SMILES | NR1D1 modulator | ARFGAP1 inhibitor | ASAP1 GAP inh | ABHD4 inh | SMARCA2 act | GC-B act | PG9 binder | HTRA1 inh | rCAG RNA binder | NPR1 activator
COc1ccc2c(c1)CCC1=C2NC(=S)NC1c1ccc(N(C)C)cc1 (configuration not stated) | 5 | 3 | -5 | 15 | -5 | 3 | -1.3 | 4 | 6 | 0
CCOc1ccc(-c2nc3ccccc3c(=O)o2)cc1 | 3 | -4 | 2 | -1 | 1 | -3 | 0.1 | -10 | 2 | 3
O=C(Nc1nc2ccc([N+](=O)[O-])cc2s1)c1ccncc1 | 2 | -4 | 2 | 7 | 2 | 6 | -0.8 | 6 | 0 | 0
COc1ccccc1CNS(=O)(=O)c1c(C)cc(C)cc1C | 12 | -2 | 9 | 0 | -5 | -2 | 0.2 | -5 | 2 | -3

This part in full, from the first entry:
SMILES | NR1D1 modulator | ARFGAP1 inhibitor | ASAP1 GAP inh | ABHD4 inh | SMARCA2 act | GC-B act | PG9 binder | HTRA1 inh | rCAG RNA binder | NPR1 activator
COc1ccc2c(c1)CCC1=C2NC(=S)NC1c1ccc(N(C)C)cc1 (configuration not stated) | 5 | 3 | -5 | 15 | -5 | 3 | -1.3 | 4 | 6 | 0
CCOc1ccc(-c2nc3ccccc3c(=O)o2)cc1 | 3 | -4 | 2 | -1 | 1 | -3 | 0.1 | -10 | 2 | 3
O=C(Nc1nc2ccc([N+](=O)[O-])cc2s1)c1ccncc1 | 2 | -4 | 2 | 7 | 2 | 6 | -0.8 | 6 | 0 | 0
COc1ccccc1CNS(=O)(=O)c1c(C)cc(C)cc1C | 12 | -2 | 9 | 0 | -5 | -2 | 0.2 | -5 | 2 | -3
COC(=O)c1cc(C)nc2c1c(C)nn2-c1ccccc1 | 0 | -7 | 6 | 2 | -1 | -1 | -0.3 | -11 | 1 | -4
CCN(CC)CCNC(=O)c1cn(CC)c2cc(N3CCN(C)CC3)c(F)cc2c1=O | 0 | 2 | -4 | -5 | 1 | 8 | -0.8 | -5 | -8 | 8
CCOc1ccccc1OCCCC(=O)Nc1ccc(S(=O)(=O)Nc2cc(C)nc(C)n2)cc1 | -5 | 2 | -1 | 6 | -3 | 2 | -0.4 | 3 | 8 | 0
Cc1c(CCC(=O)O)c(=O)oc2c(C)c3occ(-c4ccc(Br)cc4)c3cc12 | -9 | -15 | -24 | -16 | -4 | 22 | -0.6 | -16 | 25 | 21
CN(CC(CC(=O)Nc1nncs1)c1ccccc1)S(=O)(=O)c1ccc(Br)cc1 (configuration not stated) | 2 | -10 | 14 | -5 | -2 | -10 | 0.8 | -19 | 5 | -13
CCNC(=S)N(CCCN(CC)CC)Cc1cc2cc3c(cc2[nH]c1=O)OCO3 | -4 | 7 | -11 | 7 | 7 | 4 | 1.1 | 3 | 5 | 4
COC(=O)/C(C(C)=O)=C(/C=C/C=C/N(C)C)N(C)C | -3 | -4 | -18 | 7 | 1 | 1 | -1.1 | -1 | 0 | -1
CN(Cc1ccccc1F)C(=O)C1C2C=CC3(CN(Cc4ccccc4)C(=O)C13)O2 (configuration not stated) | 2 | · | · | 4 | -2 | 8 | · | · | 0 | 2
C[C@H]1CN([C@@H](C)CO)C(=O)c2cc(/C=C/c3ccccc3)cnc2O[C@H]1CN(C)C(=O)c1cccc(F)c1 | 0 | -1 | 11 | -1 | -1 | 0 | -0.3 | 1 | 2 | -3
CSc1ccc(C(=O)C2CCCN(C(=O)CCc3c(C)nn(C)c3C)C2)cc1 (configuration not stated) | -2 | 3 | -3 | -6 | -2 | -5 | -0.3 | 4 | -7 | 3
CC1CCCCN1CCCNC(=O)CN1C(=O)c2cccnc2Oc2ccccc21 (configuration not stated) | -7 | 9 | 0 | -3 | 3 | 4 | 0.1 | 5 | 2 | -3
COc1ccc(CN2C(=O)C3C4C=CC(C4)C3C2=O)cc1 (configuration not stated) | 2 | 7 | 7 | 0 | 3 | -2 | -0.9 | 6 | -1 | 2
CC(=O)Nc1ccc(OC/C=C(\C)Cl)cc1 | 0 | -6 | -6 | 4 | -1 | 0 | 1.0 | -2 | -2 | 2
Cc1cc(C)cc(C(=O)Nc2cc3c4c(c2)CC(=O)N4CCC3)c1 | -6 | 19 | -3 | 10 | -1 | -1 | -0.8 | -16 | 0 | -1
CCN1C(=O)c2ccc(C(=O)Nc3nccs3)cc2C1=O | -1 | -1 | -9 | 0 | 1 | 0 | -2.2 | -1 | -5 | 1
CSCC[C@H](NC(=O)[C@H]1N2C(=O)c3ccccc3C2SC1(C)C)C(=O)NCc1ccncc1 (some centres not stated) | -7 | -3 | 15 | 1 | 1 | -1 | -1.8 | -1 | -1 | -5
O=[n+]1cc(-c2ccc(Br)cc2)n([O-])c2c1CCC2 | 0 | 7 | 2 | -2 | -6 | -1 | -1.4 | 3 | -3 | 1
Cc1ccc(NC(=O)CN2C(=O)NC3(CCC(C)CC3)C2=O)c(Cl)c1 (configuration not stated) | 1 | -6 | -8 | 0 | -2 | 4 | -1.1 | 6 | -2 | 6
CN(C)c1ccc(/C=C/c2nc3ccccc3s2)cc1 | · | -5 | 10 | 9 | -8 | · | -2.3 | 3 | -2 | ·
CC(C)C[C@@H]1COc2cccc(N3CCN(Cc4ccccc4F)CC3)c2S(=O)(=O)N1 | -4 | -10 | -8 | 1 | -5 | -2 | -1.0 | · | -1 | 0
CCOC(CNC(=O)C(=O)NCC(c1ccco1)N1CCN(c2ccc(OC)cc2)CC1)OCC (configuration not stated) | 1 | -4 | 1 | 10 | -2 | -3 | 0.4 | 4 | -9 | 6
CCOc1ccc(CCNC(=O)COC(=O)c2ccc3c(c2)OCCO3)cc1OCC | 3 | 11 | -2 | -2 | 1 | 5 | -0.9 | 0 | -3 | -2
CC1(C)CC(=O)C=C(NCC(=O)O)C1 | 5 | 11 | 5 | 2 | 4 | -2 | -0.8 | -1 | 0 | 2
CC(C(=O)Nc1ccc(S(=O)(=O)N2CCCC2)cc1)N(C)Cc1ccc(F)cc1 (configuration not stated) | -10 | 1 | 1 | -2 | -3 | -2 | -3.2 | -15 | -2 | -2
CC(SC(C)C(=O)NN=Cc1c[nH]c2ccccc12)C(=O)NN=Cc1c[nH]c2ccccc12 (configuration not stated) | 2 | 0 | 4 | -3 | -4 | -8 | -2.6 | 4 | 14 | -2
COc1ccc([N+](=O)[O-])cc1COc1ccc2c(-c3ccccc3)cc(=O)oc2c1 | -13 | -3 | 2 | 1 | -2 | -4 | 1.8 | 5 | -2 | 1
COc1cc(N(C)C)c(NC(C)=O)cc1C(=O)O | 0 | 7 | -8 | -4 | -1 | 5 | 0.1 | 10 | 1 | 5
COc1ccccc1NS(=O)(=O)c1ccc2oc(SCC(C)=O)nc2c1 | 3 | 9 | -8 | 5 | -4 | 3 | -0.6 | 8 | 2 | 2
CCn1c(SCC(=O)Nc2cc(OC)c(OC)c(OC)c2)nnc1-c1cccs1 | 3 | 10 | 9 | -2 | -4 | -14 | -0.2 | -1 | -8 | -19
CC(NC(=O)CSc1nc2ccccc2n1CCC#N)c1ccc(F)cc1 (configuration not stated) | 1 | 2 | -8 | 3 | -2 | -18 | 1.4 | 4 | -3 | -4
CCSc1nc(C)c(CCOc2cccc(C)c2)c(=O)[nH]1 | 5 | -5 | -5 | -6 | -4 | -4 | 0.1 | 1 | 0 | -3
O=C(COC(=O)c1cc([N+](=O)[O-])ccc1N1CCOCC1)Nc1c(Cl)cccc1C(F)(F)F | 0 | -11 | -15 | 6 | -3 | -1 | 2.3 | 2 | -5 | -1
c1ccc(CN2CCC(N=C3NN=C(c4ccc5c(c4)OCCO5)CS3)CC2)cc1 | 3 | 4 | -2 | 18 | 2 | -1 | -0.7 | -7 | -6 | -2
CCOC(=O)c1c(-c2ccc(Cl)cc2)c(C#N)c(=O)n(N)c1N | 0 | 8 | 1 | -1 | 2 | -8 | -2.6 | -3 | 2 | -9
CCOc1ccccc1C1C(C(=O)OC)=C(N)OC2=C1C(=O)CCC2 (configuration not stated) | 0 | -2 | -1 | -1 | 0 | 4 | 0.2 | -4 | 1 | -7
Cn1c(SCC(=O)N2c3ccccc3CCc3ccccc32)nnc1-c1ccc(O)cc1 | -3 | -1 | -11 | -3 | 1 | -2 | 0.1 | -10 | -4 | -4
COc1ccc(-c2cccc3c4c([nH]c23)[C@@H]2C[C@H]3[C@@H](C(=O)N2CC4)[C@H](C)ON3C)cc1 | 10 | -5 | 4 | 9 | -5 | -4 | 0.4 | · | 5 | -4
O=C(OCN1C(=O)c2ccccc2C1=O)C1CCCCC1 | -1 | 7 | 2 | -7 | 0 | 2 | 1.0 | -1 | 0 | -3
Cc1cc(NC(=O)COc2coc(CN3CCN(c4ccc(F)cc4)CC3)cc2=O)no1 | 3 | -8 | 8 | 3 | 2 | -4 | 1.9 | 4 | -5 | 2
CCN(CC)CCNCc1cc(Cl)ccc1OCc1ccccc1F | 0 | -11 | 1 | 5 | 5 | -13 | -0.5 | 1 | -1 | -11
CSCCC(NC(=O)c1cccc(C)c1)C(=O)NCc1cccs1 (configuration not stated) | 0 | 1 | 2 | -10 | 5 | 1 | -1.4 | -8 | -3 | -6
CCN(CCCNC(=O)CNC(=O)Cn1cnc2ccccc2c1=O)c1cccc(C)c1 | 0 | -4 | 1 | 1 | 1 | 1 | -0.2 | 1 | -6 | -2
Cc1ccc(CNS(=O)(=O)c2ccc3c(c2)N(C)CCO3)cc1 | 8 | -3 | -22 | 5 | -4 | 0 | -2.1 | -3 | -1 | -1
Cc1ccccc1NC(=O)Cn1c(=O)sc2ccccc21 | -5 | -4 | -7 | -1 | -2 | -2 | -0.7 | 6 | 0 | -2
CC(CCCN1CCCC1)Nc1ccnc2cc(Cl)ccc12 (configuration not stated) | -7 | -9 | -8 | 3 | -3 | -10 | 2.5 | -8 | 3 | -16
O=C(O)c1cc(-c2c[nH]c3ccccc23)nc2ccc3ccccc3c12 | -1 | 3 | 8 | 31* | 5 | -3 | 0.7 | -10 | 52* | 8
Additional records follow.
SMILES | NR1D1 modulator | ARFGAP1 inhibitor | ASAP1 GAP inh | ABHD4 inh | SMARCA2 act | GC-B act | PG9 binder | HTRA1 inh | rCAG RNA binder | NPR1 activator
CC(C)CC(O)C1CCN(C(=O)CCc2nnc(-c3ccccc3)o2)CC1 (configuration not stated) | · | 4 | -3 | 2 | 3 | · | -0.7 | -2 | -7 | ·
C[C@H](CO)N1C[C@H](C)[C@@H](CN(C)C(=O)Nc2ccc(C(F)(F)F)cc2)Oc2c(NC(=O)c3ccncc3)cccc2C1=O | 4 | 3 | -2 | 1 | -1 | -5 | 0.6 | 1 | 8 | 1
COc1ccc(NC(=O)CN(C)C2CCS(=O)(=O)C2)cc1 (configuration not stated) | 0 | 6 | 2 | 0 | 5 | 3 | -0.2 | -4 | 4 | 0
NC(=S)N=Nc1c(O)n(CCCl)c2ccc(Br)cc12 | 4 | 2 | 6 | -4 | -3 | -19 | -1.6 | 0 | 17 | -46
Cc1ccc(CNS(=O)(=O)CCNC(=O)c2ccccc2)cc1 | -1 | -16 | -3 | -4 | -3 | 2 | 0.3 | -13 | -5 | 1
